# V1aR counter: activates human V1a receptor in oxytocin agonist counter-screen; P37288; CHO-V1R cells, Fluo-8 calcium fluorescence, agonist mode; 0% DMSO, 100% 3 nM vasopressin; activation, % at 3 µM; hit rate 0.25% among 320,000; AID 2797;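 active = activation above the mean activation of all tested compounds plus 3 SD, per screening run, cut at about 20% in these data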;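 note: signal is peak over basal fluorescence ratio across a 100 second FLIPR read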
# Target sequence (P37288 whole entry, looked up): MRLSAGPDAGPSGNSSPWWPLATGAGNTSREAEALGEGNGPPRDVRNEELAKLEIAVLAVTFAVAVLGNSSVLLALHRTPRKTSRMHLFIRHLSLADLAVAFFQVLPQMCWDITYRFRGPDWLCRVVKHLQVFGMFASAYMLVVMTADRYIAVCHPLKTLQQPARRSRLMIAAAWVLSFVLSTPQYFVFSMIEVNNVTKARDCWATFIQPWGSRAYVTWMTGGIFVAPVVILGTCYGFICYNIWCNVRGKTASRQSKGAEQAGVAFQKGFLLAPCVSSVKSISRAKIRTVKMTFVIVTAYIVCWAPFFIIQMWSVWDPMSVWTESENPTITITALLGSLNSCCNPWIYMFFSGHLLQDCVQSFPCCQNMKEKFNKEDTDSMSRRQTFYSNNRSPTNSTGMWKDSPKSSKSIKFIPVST
# MEKK2mut PB1 HTS: signal of MEK5 binding to mutant human MEKK2 PB1 domain | bead flow cytometry, Alexa488-MEK5 binding to MEKK2 mutant | percent response, % at 10 µM | hit rate 0.35% among 290,000 | AID 1530; in the data active = percent response above about 24%, passing the limit was not always enough; note: inactives centre near 1; some results filed as inactive read as strong as hits
# OXTR potentiator: potentiators of human oxytocin receptor | P30559 | CHO-OTR cells, Fluo-8 calcium fluorescence, potentiator mode; 0% = oxytocin EC15, 100% = EC100 | activation, % at 3 µM | hit rate 0.061% among 320,000 | AID 2445;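 active = activation above that plate's cutoff, the mean activation of tested compounds plus 3 SD, cut at about 6.6% in these data, passing the limit was not always enough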;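 note: 100% uses oxytocin at 75 nM as the full agonist control; some results filed as inactive read as strong as hits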
#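 Assay system: CHO cell line stably expressing human OTR. Reagent: EC15 oxytocin agonist. Dosing: single dose, 3.0 µM nominal final compound concentration. Timing: compound 6 min at room temperature before oxytocin, 100 s read. Signal: kinetic Fluo-8 calcium fluorescence. Controls: oxytocin EC15 low and EC100 high.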
# MEKK2 WT-MEK5: raises or lowers MEK5 binding to wildtype human MEKK2 PB1 domain | binding response (% of control), % at 10 µM | bead flow cytometry, Alexa488-MEK5 binding to MEKK2 WT; actives lie on both sides | Q9Y2U5 | hit rate 1.1% among 290,000 | AID 1531; in the data active = binding response below about 67% or above about 130%
# GPR7 antagonist: human neuropeptides B/W receptor 1 antagonism. GPR7-expressing cells, fluorescence antagonist assay. P48145. AID 1861. hit rate 1.1% among 290,000. inhibition, % at 4.4 µM; in the data active = inhibition above about 16%, passing the limit was not always enough;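 note: cells stimulated with the agonist NPW; 0% = agonist with vehicle and 100% = vehicle without agonist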
# Target sequence (P48145 whole entry, looked up): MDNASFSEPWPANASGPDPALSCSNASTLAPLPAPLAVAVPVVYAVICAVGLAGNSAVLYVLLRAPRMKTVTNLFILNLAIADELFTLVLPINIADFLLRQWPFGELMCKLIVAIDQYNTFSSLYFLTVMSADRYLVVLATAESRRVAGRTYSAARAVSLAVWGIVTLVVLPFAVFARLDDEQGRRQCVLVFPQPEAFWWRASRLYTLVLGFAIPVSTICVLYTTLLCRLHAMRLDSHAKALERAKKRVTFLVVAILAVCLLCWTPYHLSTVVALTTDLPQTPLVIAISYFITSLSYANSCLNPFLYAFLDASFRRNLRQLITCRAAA
# OXTR agonist: activates the human oxytocin receptor | P30559 | CHO-OTR cells, Fluo-8 calcium fluorescence; normalized: DMSO 0%, oxytocin 100% | activation, % at 3 µM | hit rate 0.32% among 320,000 | AID 2435;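 active = activation above the mean of all tested compounds plus 3 SD, cutoff set per screening run, cut at about 20% in these data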;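 note: peak over basal fluorescence ratio from a 100 s FLIPR kinetic read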
# PfM18AAP inh: blocks P. falciparum M18 aspartyl aminopeptidase; recombinant PfM18AAP, H-Glu-NHMec fluorogenic cleavage; inhibition, % at 7.35 µM; hit rate 1.2% among 290,000;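 active = inhibition above the campaign mean inhibition over all tested compounds plus 3 SD, cut at about 28% in these data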;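 note: 0% = plate median of test compound wells and 100% = 2 mM ZnCl2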
# GalR3 antag: human GalR3 antagonism; inhibition, % at 3 µM; HEK293 GalR3-CNG cAMP membrane potential fluorescence; galR3 body fused to GalR1 C-terminus; hit rate 0.44% among 360,000; O60755;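 active = inhibition above the screen-wide average plus 3 SD, cut at about 13% in these data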;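 note: forskolin and galanin both at EC90 stimulate the cells; cAMP rise reported by CNG channel membrane potential dye signal; 0% = forskolin plus galanin with DMSO and 100% = forskolin alone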
# Target sequence (O60755 1-299 limits assumed): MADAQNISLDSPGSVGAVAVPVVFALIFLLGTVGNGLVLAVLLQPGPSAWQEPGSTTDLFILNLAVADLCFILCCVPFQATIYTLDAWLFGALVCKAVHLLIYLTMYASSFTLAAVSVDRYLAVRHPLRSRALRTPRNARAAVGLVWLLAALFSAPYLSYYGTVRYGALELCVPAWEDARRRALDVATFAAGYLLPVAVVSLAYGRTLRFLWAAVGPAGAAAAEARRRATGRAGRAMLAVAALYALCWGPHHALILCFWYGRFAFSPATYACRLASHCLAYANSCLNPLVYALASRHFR
# NALP1 inh: inhibitors of NALP1 inflammasome in yeast; AID 2071; S. cerevisiae NALP1/ASC/caspase-1 growth, X-gal OD620, 72 h; inhibition, % at 10 µM; hit rate 0.61% among 280,000; in the data active = inhibition mostly above about 24%, no sharp cut-off; inactive = mostly below about 32%; note: some compounds called inactive have numbers as strong as hits
# An asterisk follows results filed as active; x = no result given; & = joins results of further samples.
SMILES,V1aR counter,MEKK2mut PB1 HTS,OXTR potentiator,MEKK2 WT-MEK5,GPR7 antagonist,OXTR agonist,PfM18AAP inh,GalR3 antag,NALP1 inh
CN(C(=O)Cc1c(C(=O)O)n(C)c2ccccc12)c1ccc(Cl)cc1,1.0,4,0,105,-10,0.8,-1,-8,-13
Nc1nc(N)nc(-c2cc(O)ccc2O)n1,0.1,x,-1,x,x,0.5,x,-1,x
COc1cc2c(cc1OC)CN(C(=O)CCOc1ccccc1)CC2,0.6,-3,-8,99,-2,1.1,-5,-8,-106
C=CCNC(=S)Nc1cccc(N)c1,-0.6,-2,-6,103,-16,0.1,9,-2,14
O=C(Nc1ccc(F)cc1)c1cc2ccccc2o1,-1.7,0,-10,102,11,-2.5,-16,-10,26
CCOc1ccc(Br)cc1S(=O)(=O)Nc1ccc(NC(=O)c2ccccc2C)cc1,2.8,-2,-11,103,3,8.3,-12,2,22
CCCCn1c(=O)[nH]c(=O)c2c1nc(CN(C)Cc1cccc(OC)c1OC)n2CCC,x,7,x,103,-10,x,-4,-5,8
Cc1cccc(C)c1NC(=O)c1ccc([N+](=O)[O-])s1,1.2,10,-8,108,2,-1.1,-6,-3,24
O=C1CCOc2cc(OCc3ccccc3)ccc21,0.5,-7,-7,97,-17,-0.2,0,-1,-1
Cc1ccc2ccc(C(Nc3cccc(C(F)(F)F)c3)c3cccnc3)c(O)c2n1 (configuration not stated),0.0,-4,6,95,-3,-1.4,-6,-6,2
Cc1csc(SCC(=O)NC(=O)Cc2ccccc2)n1,0.6,14,-3,109,-1,-1.7,2,0,19
O=[N+]([O-])c1ccc(Cl)c2c1C1C=CCC1C(c1ccccn1)N2 (configuration not stated),-0.8,-8,-9,98,-10,-2.4,9,-4,5
O=C(Cc1ccc(Br)c2ccccc12)N/N=C/c1ccccn1,7.8,5,-14,100,2,6.6,4,-4,-10
Cc1cc(CN(C)C)c(O)c(C2(C)CCCCC2)c1,-1.2,-1,-9,110,14,0.3,-3,-3,4
S=C(Nc1ccc(Cl)cc1Cl)N1CCCCC1,-0.5,-1,-1,100,-3,-1.8,0,-2,19
CCOC(Cn1cc(C)c(=O)[nH]c1=O)OCC,0.9,-1,-22,104,-10,0.0,-11,1,14
O=C(NC(=S)Nc1ccc(Cl)cn1)C12CC3CC(CC(C3)C1)C2,-0.8,-16,-8,91,-1,-1.6,-13,0,-1
CN(C(=O)COC(=O)c1nn(C)c(=O)c2ccccc12)c1c(N)n(Cc2ccccc2)c(=O)[nH]c1=O,1.3,x,0,x,x,1.3,x,-4,x
CCOC(=O)c1c(-c2cccc([N+](=O)[O-])c2)csc1NC(=O)CCCOc1ccccc1,0.8,8,-8,106,9,1.8,1,-1,12
O=C(CSc1nc2ccccc2c(=O)[nH]1)N1CCCCC1,0.5,13,-2,114,-4,-0.1,-7,1,-10
CC1(C)CC(=O)C=C(Nc2cccc(Cl)c2Cl)C1,0.8,x,-1,x,x,0.4,x,4,x
CCOC(=O)Cc1nc(-c2cccc(C(F)(F)F)c2)no1,-0.3,-5,-15,95,1,-0.9,5,-5,-12
COc1cc(CN(C)CCc2ccccc2)ccc1OCc1ccccc1,1.6,7,-9,102,11,1.7,-5,-9,29
FC(F)(F)COc1nc(N2CCOCC2)nc(N(c2ccccc2)c2ccccc2)n1,-0.2,2,-4,94,-1,-0.3,3,-16,4
OC1CCCN(CC(O)c2ccccc2)C1 (configuration not stated),-0.4,4,-5,104,-21,-0.3,3,-4,7
Cc1oc2c(C)c3oc(=O)c(CCC(=O)NCCN4CCOCC4)c(C)c3cc2c1C,0.7,1,4,103,1,0.4,0,-8,3
CCCCNC(=O)CCc1nc2cccnc2n1Cc1ccccc1,0.6,3,5,104,-9,-1.5,2,-5,8
COc1ccc2sc(-c3ccc(N(C)C)cc3)c(C#CCO)c2c1,-0.1,x,-7,x,x,0.3,x,-7,x
C#Cc1ccc([C@@H]2C=C(C(=O)Nc3ccccc3)O[C@H](OCC)[C@H]2CCCO)cc1,0.9,-12,-8,85,-10,-1.4,4,x,13
Cc1ccc(SCC(=O)OC(C)C(=O)NC2CCCCC2C)c(C)c1 (configuration not stated),-0.8,x,-9,x,x,-1.9,x,-3,x
CN(C)C(=O)Cn1cnc2c(cnn2-c2ccccc2Cl)c1=O,0.5,4,-6,107,-15,1.0,-3,-7,-23
Cc1cccc(NC(=O)/C(C#N)=C\c2cn(CC(=O)O)c3ccccc23)c1,-0.3,3,-4,87,-10,0.1,-6,8,3
Cc1nc2cc3nc(C)sc3cc2s1,0.2,9,-5,114,5,-0.8,29*,-2,14
CC(C)[C@H](NC(=O)c1ccccc1Cl)C(=O)OCC(=O)Nc1ccc(S(=O)(=O)N2CCOCC2)cc1,1.4,x,-4,x,x,2.7,x,8,x
CSc1ccc(C2Nc3ccccc3-c3cc(C)nn32)cc1 (configuration not stated),0.4,1,2,101,-8,0.9,8,-4,8
N/C(COc1cccc(Cl)c1)=N\O,-0.4,-3,-6,94,0,-0.6,-7,-6,x
Cc1cccc(NC(=O)NCc2ccccn2)c1,-1.2,4,-5,108,-10,-0.9,-4,-3,17
O=[N+]([O-])c1ccc(Cl)cc1Sc1ccccn1,-0.9,0,0,106,0,-2.3,2,0,-4
CC(C)(C)NC(=O)C(c1ccco1)N(Cc1ccc(F)cc1)C(=O)c1snc(C(N)=O)c1N (configuration not stated),-0.6,-6,-2,90,-6,-1.3,-10,-4,2
CCCCn1c(N)c(N(CC)C(=O)CSc2nnnn2-c2cc(C)ccc2C)c(=O)[nH]c1=O,0.3,-3,-7,89,23*,0.2,1,-6,15
CCn1nc(NC(=O)C(C)(C)C)c2cc3cccc(C)c3nc21,-1.6,2,-12,102,-13,-1.2,-3,-8,8
O=C(O)CCCCCNC(=O)/C(=C\c1ccco1)NC(=O)c1ccco1,4.3,7,-5,106,7,0.9,3,-9,4
CCOC(=O)c1ccc(-c2n[nH]c(=O)c3ccccc23)cc1,1.1,3,-2,104,-15,-1.2,7,-9,7
COc1ccc(C2CC(c3ccc(C)cc3)=NN2C(=O)c2ccccc2)cc1 (configuration not stated),-0.2,-1,1,95,-27,-1.0,-7,-10,31
COc1cccc(C(=O)Nc2ccc(S(=O)(=O)NCc3ccco3)cc2)c1,6.3,-2,-18,96,10,4.3,5,-7,7
Cc1ccc(NC(=S)NCCSc2ccc(Cl)cc2)cc1,3.2,-9,-6,100,1,0.8,0,-5,6
CC(=O)Nc1ccc(S(=O)(=O)NC2(C(F)(F)F)C(=O)Nc3c2c(=O)[nH]c(=O)n3Cc2ccccc2)cc1 (configuration not stated),0.3,-1,-6,95,3,0.5,2,-2,28
Nc1ccc(C(=O)OCC(=O)NC2CC2)cc1[N+](=O)[O-],0.4,-7,-6,90,-17,6.7,-1,-2,-6
CCCSc1nc2cc(C)c(C)cc2n1CC(C)O (configuration not stated),-1.1,1,-1,98,-11,-1.9,1,-4,10
CC(C)C[C@@]12C(=O)N(c3cccc(Br)c3)C(=O)N1[C@H](c1ccc(F)cc1)[C@@H]1C(=O)N(C3CCCCC3)C(=O)[C@@H]12,9.4,x,-4,x,x,-1.1,x,-6,x
Cc1ccc(S(=O)(=O)N2CCC(=O)N(CCOC(=O)NCc3ccccc3)CC2)cc1,1.2,2,-3,100,-3,-2.7,-2,-4,38
Cc1cccc(C)c1NC(=O)COC(=O)c1ccccc1[N+](=O)[O-],0.3,-7,-4,90,2,-0.6,1,-5,3
Cc1ccccc1N1C(=O)C(Oc2ccc(Cl)cc2)C1CNCCCOC(C)C (configuration not stated),5.7,0,-7,114,7,5.1,-1,-7,-28
CCOc1ccccc1/C=C(\C#N)C(=O)Nc1cccc(C(=O)O)c1,0.0,3,-4,102,-7,-0.2,5,0,x
O=C(Nc1ccc(NC(=O)c2cc3ccccc3o2)cc1)c1ccc2c(c1)OCCO2,-0.7,1,-9,116,-8,0.8,-6,-8,-13
Nc1nc2ccc(OC(F)(F)F)cc2s1,-0.8&-0.8,4&4&7,-5&-11,97&112&104,-1&-13,-0.8&-0.6,-2&3,-1,21&7
O=C(CCc1nc2ccccc2c(=O)[nH]1)OCC(=O)c1cccc(Cl)c1,0.6,-2,4,95,8,-1.8,-1,-1,30
O=C(c1cccc(C(=O)N2CCN(c3ccccc3F)CC2)n1)N1CCN(c2ccccc2F)CC1,1.2,-7,-7,89,-11,-2.4,-6,-4,-2
C=CCN(CC=C)C(=S)NC(=O)c1ccc(-c2ccccc2)cc1,-0.4,0,-14,101,-3,-0.5,0,-3,39*
CN(CC(=O)NCc1cccnc1)S(=O)(=O)c1cc(Cl)ccc1Cl,1.0,x,-5,x,x,0.8,x,-6,x

# Single records (already shown). Order of values: V1aR counter, MEKK2mut PB1 HTS, OXTR potentiator, MEKK2 WT-MEK5, GPR7 antagonist, OXTR agonist, PfM18AAP inh, GalR3 antag, NALP1 inh
# CN(CC(=O)NCc1cccnc1)S(=O)(=O)c1cc(Cl)ccc1Cl is listed with 1.0, x, -5, x, x, 0.8, x, -6, x
# O=C(CCc1nc2ccccc2c(=O)[nH]1)OCC(=O)c1cccc(Cl)c1 is listed with 0.6, -2, 4, 95, 8, -1.8, -1, -1, 30
# Cc1ccc(NC(=S)NCCSc2ccc(Cl)cc2)cc1 is listed with 3.2, -9, -6, 100, 1, 0.8, 0, -5, 6
# O=C(c1cccc(C(=O)N2CCN(c3ccccc3F)CC2)n1)N1CCN(c2ccccc2F)CC1 is listed with 1.2, -7, -7, 89, -11, -2.4, -6, -4, -2
# O=C(Nc1ccc(NC(=O)c2cc3ccccc3o2)cc1)c1ccc2c(c1)OCCO2 is listed with -0.7, 1, -9, 116, -8, 0.8, -6, -8, -13

# (further entries)
SMILES,V1aR counter,MEKK2mut PB1 HTS,OXTR potentiator,MEKK2 WT-MEK5,GPR7 antagonist,OXTR agonist,PfM18AAP inh,GalR3 antag,NALP1 inh
CCOC(=O)CSc1nnc2c3ccccc3n(C)c2n1,2.9,7,-10,113,-3,-1.2,-2,1,13
O=C(NCc1cccc(Cl)c1)c1ccc(N2CC3CC(C2)c2cccc(=O)n2C3)c(NC(=O)c2cccnc2)c1 (configuration not stated),-0.1,4,-6,100,-9,-0.5,-5,2,7
CN(C(=O)C(Cl)Cl)C1CC2C=CC1C2 (configuration not stated),0.6,-2,-4,99,-3,0.6,0,-1,21
COc1ccc(NC(=O)CSc2nnc(-c3ccccn3)n2Cc2ccco2)cc1OC,0.5,2,1,103,-7,1.0,-5,-5,-7
COc1cc2c(cc1O)C(Cc1ccc(O)cc1)NCC2 (configuration not stated),1.5,4,-3,97,1,2.0,-4,-2,16
Cc1cc(C)n(-c2nc(N(C)C)nc(N3CCOCC3)n2)n1,-0.6,-1,-3,103,-10,-1.4,-5,-2,0
CCc1ccc(C(=O)c2cc3ccc(O)cc3oc2=O)cc1,4.4,4,-9,100,-5,1.1,8,-10,-4
COc1ccc(N2CCN(C(CNC(C)=O)c3ccco3)CC2)cc1 (configuration not stated),0.5,-5,2,97,-4,0.9,-1,-2,-16
CCOc1ccc(C2c3c(oc4ccccc4c3=O)C(=O)N2c2ccc(C)cn2)cc1OC (configuration not stated),-0.8,0,-3,97,1,0.0,3,3,43
CC(=O)c1sc(N2CCOCC2)nc1-c1ccccc1,0.0,-1,-22,102,0,-0.3,4,-1,3
